Fluorescein autfl – compound fluoresces in the fluorescein spectral region; Compound autofluorescence, 480/540 nm, fluorescein-equivalent; stronger effect = higher value; max fluorescein-equivalent concentration, M; 59,000 compounds, 0.91% hits; in the data active = max fluorescein-equivalent concentration above about 10 nM; inconclusive = between about 1.1 nM and that limit
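In this qHTS profile, compound fluorescence was measured with a 480 nm/540 nm filter pair following a 15-min room-temperature incubation in 100 mM Tris (pH 8.0). A six-point fluorescein series on each plate served for normalization.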
HEK293 cAMP cs – raises cAMP in parental HEK293 cells, TSHR agonist counter-screen; parental HEK293 CNG cAMP sensor, membrane potential fluorescence; Potency, µM (titrated, usually from 57.1 µM), inactives show at the highest dose activation, usual class: activators; 73,000 compounds, 2.5% hits; AID 938; also: potency is read from the fitted curve at half-maximal effect; % of control where 0% means no effect; nearly all actives have a fitted effect of over 55% in size
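Parental HEK 293 cells stably expressing a cAMP-gated CNG channel were loaded with membrane potential dye containing 100 uM RO 20-1724 for 60 min. Compound added for 30 min; depolarization read as fluorescence intensity at 590 nm.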
USP2a inhib – inhibitors of human ubiquitin-specific protease USP2a; O75604; USP2a enzymatic assay, qHTS inhibition; Potency, µM (series often up to 38.3 µM), inactives show at the highest dose activity change, negative = inhibition, most hits filed as inhibitors; 60,000 compounds, 0.1% hits;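 also: potency is read from the fitted curve at half-maximal effect; nearly all actives have a fitted effect of over 60% in size; plate controls were DMSO for no effect and NEM full inhibition control for full effect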
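20 nM USP2 core + cpd, 30 min RT; add 20 nM Ub-PLA2/20 uM NBD C6-HPC; read Ex460/Em535 at 0 h and 2.5 h. Normalized to NEM; qHTS curve fit/classification.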
ERK AVP block – blocks ERK signaling stimulated by vasopressin; AID 995; HEK293-V1b, vasopressin-stimulated pERK AlphaScreen; 72,000 compounds, 0.99% hits; Potency, µM (titrated, usually from 57.5 µM), for inactives: at the top dose activity, negative = inhibition, usual class: inhibitors; also: potency is read from the fitted curve at half-maximal effect; % is scaled to controls: 0 for no effect and ±100 for the full control effect; nearly all actives have a fitted effect of over 55% in size
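V1b-HEK293 cells; cpd 30 min 37C; 25 nM vasopressin 5 min; lyse 10 min; AlphaScreen beads 5 hr RT. Normalized to DMSO basal and 25 nM vasopressin; AC50 by Hill fit.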
Casp7 inh – blocks human caspase-7 allosterically or competitively; Potency, µM (series often up to 57.5 µM), for inactives: at the top dose activity change, negative = inhibition, usual class: inhibitors; 75,000 compounds, 0.02% hits; P55210; recombinant caspase-7, Ac-DEVD-AFC fluorescence rate; active = well fitted inhibition curve with a large enough effect in the main read-out, with a control signal flat, not every such curve was filed as active; inconclusive = small, poorly fitted or top-dose-only effect, or a change in a side signal; also: potency is read from the fitted curve at half-maximal effect; % of control where 0% means no effect
Tau filament bind – binders of human tau filaments; P10636; recombinant tau filaments, thioflavin S fluorescence, 15 h; filaments grown with octadecylsulfate alongside compound; Potency, µM (titrated, usually from 57.1 µM), without a hit: at the top dose activity change, negative = inhibition; 71,000 compounds, 2% hits; AID 596;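 also: potency is read from the fitted curve at half-maximal effect; % is scaled to controls: 0 for no effect and ±100 for the full control effect; actives lower thioflavin S fluorescence by blocking filaments or displacing dye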
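Quantitative HTS: thioflavine S signal from ODS-induced tau filaments, excited at 450 nm, emission 510 nm. Conditions: 1 uM tau, 30 uM ODS, 15 h at 37 C, pH 7.4.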
Caspase-1 inhib – blocks human caspase-1 allosterically or competitively. Potency, µM (doses to about 57.5 µM), without a hit: at the top dose activity change, negative = inhibition, hits mostly inhibitors. 75,000 compounds, 0.03% hits. Caspase-1 enzyme, Ac-WEHD-AFC fluorogenic rate. P29466. AID 900;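 also: potency is read from the fitted curve at half-maximal effect; plate controls were vehicle for no effect and no substrate for full effect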
Target sequence (P29466 120-297 limits assumed): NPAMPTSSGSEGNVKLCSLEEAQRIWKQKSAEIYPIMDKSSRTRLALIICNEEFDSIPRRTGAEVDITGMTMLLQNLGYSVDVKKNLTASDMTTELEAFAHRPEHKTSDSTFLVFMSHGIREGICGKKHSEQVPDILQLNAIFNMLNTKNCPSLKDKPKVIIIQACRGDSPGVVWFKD
Target sequence (P29466 317-404 limits assumed): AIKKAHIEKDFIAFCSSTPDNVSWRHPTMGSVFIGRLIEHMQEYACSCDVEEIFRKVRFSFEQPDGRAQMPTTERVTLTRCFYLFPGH
Luciferase inh – inhibitors of firefly luciferase; P08659; purified firefly luciferase, luminescence, 8 min; Potency, µM (titrated, usually from 57.1 µM), inactives show at the top dose activity change, negative = inhibition, most hits filed as inhibitors; 72,000 compounds, 2.2% hits; also: potency is read from the fitted curve at half-maximal effect; % is scaled to controls: 0 for no effect and ±100 for the full control effect; nearly all actives have a fitted effect of over 40% in size
Target sequence (P08659 whole entry, looked up): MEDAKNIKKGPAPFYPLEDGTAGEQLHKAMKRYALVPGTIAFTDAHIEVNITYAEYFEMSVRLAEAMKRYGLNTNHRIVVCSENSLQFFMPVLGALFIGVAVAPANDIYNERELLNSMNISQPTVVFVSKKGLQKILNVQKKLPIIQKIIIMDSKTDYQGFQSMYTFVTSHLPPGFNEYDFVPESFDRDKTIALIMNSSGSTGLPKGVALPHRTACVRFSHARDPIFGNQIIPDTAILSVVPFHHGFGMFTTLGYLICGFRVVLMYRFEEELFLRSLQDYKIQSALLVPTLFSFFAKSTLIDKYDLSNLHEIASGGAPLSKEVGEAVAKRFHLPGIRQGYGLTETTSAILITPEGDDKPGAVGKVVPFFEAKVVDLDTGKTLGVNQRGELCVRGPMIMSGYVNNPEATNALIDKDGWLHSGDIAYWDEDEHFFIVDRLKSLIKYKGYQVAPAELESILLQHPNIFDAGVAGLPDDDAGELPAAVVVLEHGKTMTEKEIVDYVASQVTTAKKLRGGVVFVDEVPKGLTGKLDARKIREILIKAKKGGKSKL
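Compounds were tested as concentration series (qHTS) against purified P. pyralis luciferase with luciferin and 10 uM ATP in 50 mM imidazole pH 7.2, 50 mM KCl, 7 mM MgCl2, 0.01% Tween 20, 0.05% BSA. Luminescence was read after 8 min at ambient temperature.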
Texas Red fluor – compounds fluorescent in Texas Red spectral region; 59,000 compounds, 0.06% hits; max dye-equivalent concentration, M; Compound fluorescence, Texas Red channel, 547/618 nm; stronger effect = higher value; in the data active = max dye-equivalent concentration above about 10 nM; inconclusive = between about 1.1 nM and that limit
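Dye-equivalent concentrations come from scaling compound signal (ex 547, em 618 nm) to six Texas Red standard concentrations run on every plate, after 15 min room-temperature incubation in pH 8.0 Tris (100 mM).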
Rhodamine autofl – compound fluoresces in the rhodamine spectral region | Rhodamine-region fluorescence, 547/598 nm, Tris buffer; stronger effect = higher value | max dye-equivalent concentration, M | 59,000 compounds, 0.05% hits; in the data active = max dye-equivalent concentration above about 11 nM; inconclusive = between about 1.1 nM and that limit
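Intrinsic compound fluorescence, ex 547 / em 598 nm, CCD imager. Tris 100 mM pH 8.0; 15 min RT. Output = rhodamine dye-equivalent concentration at each compound concentration.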
HADH2 inhib – blocks human hydroxyacyl-CoA dehydrogenase type II | Q99714 | recombinant HADH2, NADH fluorescence, beta-hydroxybutyryl-CoA | Potency, µM (titrated, usually from 57.1 µM), without a hit: at the highest dose activity change, negative = inhibition, hits mostly inhibitors | 73,000 compounds, 3.4% hits; also: potency is read from the fitted curve at half-maximal effect; % is scaled to controls: 0 for no effect and ±100 for the full control effect; nearly all actives have a fitted effect of over 60% in size; many of its hits are not listed in these tables
Target sequence (Q99714 whole entry, looked up, one chain of several): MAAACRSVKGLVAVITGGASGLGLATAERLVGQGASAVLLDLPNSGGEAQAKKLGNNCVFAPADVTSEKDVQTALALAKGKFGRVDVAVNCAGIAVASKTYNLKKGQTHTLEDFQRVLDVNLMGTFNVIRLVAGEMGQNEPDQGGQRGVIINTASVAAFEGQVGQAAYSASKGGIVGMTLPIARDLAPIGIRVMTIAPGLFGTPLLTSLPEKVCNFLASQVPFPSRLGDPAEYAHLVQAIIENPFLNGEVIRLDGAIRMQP
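Read-out: 360 nm excitation, 450 nm emission, kinetic over 4 min. Conditions: His-tagged human HADH2 20 nM, pH 9.0 Tris with Tween-20, 1 mM NAD+, 90 uM beta-hydroxybutyryl-CoA.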
An asterisk follows results filed as active; i = inactive; ? = inconclusive; nt = no result given; & = joins results of further samples; [ ] = another dose, or the depositor's remark. Unless noted, calls follow the shape of the dose curve; as a rule, active = well fitted curve in the direction sought with a large enough effect; inconclusive = small, poorly fitted or top-dose-only effect, or another doubt; inactive = no such curve, though single readings can be large; an effect the other way counts as inactive or inconclusive. Not all compounds are listed; rates above refer to the full screens.

| smiles | Fluorescein autfl | HEK293 cAMP cs | USP2a inhib | ERK AVP block | Casp7 inh | Tau filament bind | Caspase-1 inhib | Luciferase inh | Texas Red fluor | Rhodamine autofl | HADH2 inhib |
| --- | --- | --- | --- | --- | --- | --- | --- | --- | --- | --- | --- |
| COCCN1C(=O)c2oc3ccccc3c(=O)c2C1c1ccc(C(=O)OC)cc1 (configuration not stated) | nt | -4% | nt | -10% | 0% | 2% | 2% | 1% | nt | nt | -1% |
| COc1ccc(OC)c(C2SCCN2S(=O)(=O)c2cccc(C(F)(F)F)c2)c1 (configuration not stated) | i | ? | -9% | 0% | -13% | -2% | -9% | -7% | ? | i | -1% |
| CC(=O)Oc1ccc(-c2nc(-c3cccnc3)no2)cc1 | i | -7% | -2% | -31% | 1% | 0% | 0% | -3% | i | i | -10% |
| Cc1ccc(Cn2c(NCCCn3ccnc3)nc3c2c(=O)n(C)c(=O)n3C)cc1 | i | -9% | 6% | -12% | 1% | 2% | -1% | 0% | i | i | 8% |
| O=C(Nc1ccc2c(c1)oc1ccccc12)c1ccc(Br)o1 | nt | 14% | 7% | -8% | -2% | 155% | -4% | -22% | nt | nt | 7% |
| N#Cc1c(NC(=O)CSc2nnc(-c3ccccc3O)n2-c2ccccc2)sc2c1CCCC2 | ? | 10% | 40%[activator] | -25% | -1% | -3% | 0% | 0% | i | i | -13% |
| O=C(CCn1c(=O)[nH]c2ccsc2c1=O)N1CC(=O)N(CCc2ccccc2)C(=O)C1 | i | -4% | 18% | -1% | 1% | 12% | 1% | 1% | i | i | -14% |
| O=P(O)(c1ccc(Cl)cc1)c1ccc(Cl)cc1 | nt | 8%[11.4 µM] | -3% | 14% | 0% | 14% | -2% | 0% | nt | nt | 0% |
| Cc1c(-c2nn(C)c(=O)c3ccccc23)oc2ccc(F)cc2c1=O | i | 9% | 12% | 20% | -9% | -16% | ? | -1% | i | i | 1% |
| CCN1CCN(Cc2nc3c(c(=O)n(C)c(=O)n3C)n2Cc2ccc(Cl)cc2Cl)CC1 | nt | 21% | nt | nt | -1% | -18% | -4% | 2% | nt | nt | -13% |
| Cc1cc(C)cc(N2C(=O)C3CC=CCC3C2=O)c1 (configuration not stated) | i | 0% | 8% | -6% | 1% | 1% | 1% | 0% | i | i | 11% |
| C=CCOC(=O)/C=C/NC(=O)/C=C/C=C/CCCCCCCC(C)O (configuration not stated) | nt | 18%&23%[11.4 µM] | nt | -4%&12%[11.5 µM] | 1%&-1%[11.5 µM] | nt | -2%&2%[11.5 µM] | nt | nt | nt | 8%&0%[11.4 µM] |
| CCCS(=O)(=O)n1nc(-c2ccc(Br)cc2)cc1N | nt | 3% | nt | -27% | -2% | -19% | 1% | -7% | nt | nt | -1% |
| Cc1ccc(SCCNS(=O)(=O)c2ccc(F)cc2)cc1 | nt | 18%[11.4 µM] | -2%[7.66 µM] | 5% | 1% | -19%[11.4 µM] | -2% | -2% | nt | nt | -5%[11.4 µM] |
| Cc1ccc(C)c(Oc2nnnn2-c2ccccc2)c1 | i | ? | 1% | -6% | 1% | 49% | 1% | 0% | i | i | -8% |
| COc1ccc(C)cc1NC(=O)c1cnc2sccn2c1=O | nt | -5% | nt | nt | 2% | -5% | -8% | -1% | nt | nt | -20% |
| NS(=O)(=O)c1ccc(NCc2nc3ccccc3[nH]2)cc1 | i | 4%[11.4 µM] | nt | -4%[11.5 µM] | 2%[11.5 µM] | 0%[11.4 µM] | -2%[11.5 µM] | 0%[11.4 µM] | i | i | ? |
| CN(C)c1nc(Oc2ccc(=O)n(-c3ccccc3)n2)nc(N2CCOCC2)n1 | ? | ? | 3% | -13% | -2% | -3% | -1% | 0% | i | i | -8% |
| Cc1cc(C(=O)CSCc2nnc3n(CCC(C)C)c(=O)c4ccccc4n23)c(C)n1C | ? | 13% | 16% | -6% | 0% | -1% | 4% | 6% | i | i | -8% |
| Cc1nc2n(n1)C(c1ccccc1)C1=C(CC(c3ccco3)CC1=O)N2 (configuration not stated) | ? | 0% | 4% | -15% | -4% | 16% | -2% | 2% | i | i | ? |
| Cc1cccn2c(=O)c3cc(C(=O)N4CCN(c5ccccc5)CC4)n(C)c3nc12 | i | 4% | 1% | 8% | -7% | -5% | -6% | 1% | i | i | 3% |
| CCn1c(CSc2nnc3ccccn23)nc2cc(C(=O)O)ccc21 | 1.4e-08M* | 1% | 3% | 6% | 0% | 7% | 2% | -1% | 1.1e-07M* | 7.1e-08M* | 8% |
| O=C(NCCN1CCOCC1)c1ccc(Cl)c(S(=O)(=O)N2CCCCCC2)c1 | i | 22% | 9% | -29% | 1% | 3% | -2% | 3% | i | i | 11% |
| c1ccc(C[n+]2cccc(-c3cc4ccccc4[nH]3)c2)cc1 | ? | -2%[11.4 µM] | nt | -17%[11.5 µM] | -2%[11.5 µM] | 0.32µM* | 1%[11.5 µM] | 0%[11.4 µM] | i | i | 8%[11.4 µM] |
| CCn1c(CNc2ccc(F)cc2)nnc1SCC(=O)N1CCCc2ccccc21 | i | 13% | nt | -5% | 0% | 2% | -2% | -1% | i | i | -2% |
| Cc1cc(C)cc(-n2nnc(C(=O)NCc3ccccc3)c2N)c1 | i | 20% | 1% | 2% | 0% | 3% | -6% | 0% | ? | i | 1% |
| CCc1nnc(NC(=O)CSc2nnc(-c3cccnc3)n2CCc2ccccc2)s1 | i | 2% | nt | -8% | 3% | 2% | -2% | 5% | i | i | ? |
| Cn1c(=O)[nH]c(=O)c2c1nc(NC1CCCCC1)n2Cc1ccccc1 | ? | 13% | 3% | -22% | 0% | 90% | 2% | -1% | i | i | -2% |
| O=C(Nc1ccc(S(=O)(=O)NCCc2ccccc2)cc1)c1ccco1 | ? | 24% | 21% | -22% | -3% | -14% | -1% | 2% | i | i | 13% |
| O=C(CN(c1ccc(Cl)c(C(F)(F)F)c1)S(=O)(=O)c1ccccc1)N1CCOCC1 | nt | ? | 34%[activator] | -10% | -3% | 3% | -6% | 1% | nt | nt | 4% |
| Cc1ccc(S(=O)(=O)N2CCCCC2C(=O)N2CCN(Cc3ccccc3)CC2)cc1 (configuration not stated) | i | 3% | 14% | -18% | -2% | -4% | 1% | -1% | i | i | -9% |
| Cn1nc(-c2ccc(Cl)cc2)c2cc(C(=O)N3CCOCC3)sc21 | nt | 4% | nt | ? | -2% | 49% | -5% | 2% | nt | nt | -1% |
| COc1cccc(-n2nnc3c(=O)n(CC(=O)N4CCC(C)CC4)cnc32)c1 | i | 24% | 11% | -20% | 0% | 12% | 1% | 0% | i | i | 3% |
| O=C1CSC(=S)N1CC1CCCO1 (configuration not stated) | i | 9% | -4% | ? | -3% | 3% | 0% | 4% | i | i | 3% |
| COc1nc(Oc2ccc(=O)[nH]n2)nc(N2CCOCC2)n1 | i | 0% | -3% | -18% | 0% | -10% | 1% | 1% | i | i | -1% |
| Cc1ccc(S(=O)(=O)c2c(C)nn(C(C)(C)C)c2OC(=O)C2CCCC2)cc1 | ? | ? | ? | 37%[activator] | 1% | 13% | -1% | 1% | i | i | -16% |
| COc1ccc(-n2nnnc2SCC#CCO)cc1 | ? | 0% | -3% | 2% | -2% | -2% | -5% | -1% | i | i | 9% |
| Cc1ccccc1-n1c(=O)cc(N2CCN(Cc3ccccc3)CC2)[nH]c1=O | nt | 16% | nt | nt | -3% | 2% | -2% | -4% | nt | nt | -25% |
| CCOC(=O)C1CCCN(c2c(NCC3CCCO3)c(=O)c2=O)C1 (configuration not stated) | nt | -1% | nt | -21% | 0% | -7% | 2% | 2% | nt | nt | -7% |
| COc1ccc(CNc2ncnc3ccc(-c4ccoc4)cc23)c(OC)c1 | ? | ? | ? | ? | -8% | 172% | -6% | 0%[2.29 µM] | i | i | -4% |
| Cc1ccc(C(=O)N2CCCCCC2)cc1Br | i | ? | 6% | -17% | 0% | -5% | 1% | -1% | ? | i | -2% |
| CCS(=O)(=O)N1CCN(C(=O)c2cccnc2)CC1 | nt | 3%[11.4 µM] | 3%[7.66 µM] | 0% | 1% | 8%[11.4 µM] | 0% | 0% | nt | nt | 6%[11.4 µM] |
| CCCC(C(=O)c1ccccc1)n1cncn1 (configuration not stated) | ? | -5% | -5% | -10% | 1% | -3% | 1% | 1% | ? | i | -8% |
| Cn1c(SCc2ccc(C#N)cc2Cl)nc2ccccc21 | nt | ? | -2% | 12% | -2% | 34% | -3% | 16µM* | nt | nt | -7% |
| CCn1c(=NC(=O)CSCC(=O)Nc2nccs2)sc2ccccc21 | i | ? | 10% | -7% | 0% | -6% | 0% | 2% | i | i | -3% |
| CCOC(=O)N1CCN(C(=O)CSc2nnc(-c3cccc(OC)c3)o2)CC1 | ? | 15% | 2% | 20% | 1% | 6% | 0% | -1% | ? | i | ? |
| CCOc1cc(C#N)c(NC(=O)Cn2nnc3ccccc32)cc1OCC | i | 10% | 3% | -5% | 2% | 4% | 2% | 0% | i | i | -16% |
